# Akt phos inh – HTS Assay for Inhibitors of Akt Phophorylation: Primary Screen | Neuro2A IGF-stimulated pAkt S473 HTRF, 20 min; active compounds read low | activity change, % for hits at 50 µM | hit rate 0.32% among 360,000; in the data active = activity change below about -80%; inconclusive = mostly about -51% to -80%; note: % is set by controls: 0 for no effect and ±100 for the full control effect
#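 Neuro2A cells (4,500/well, DMEM with 0.5% FBS) were treated with compound at a single 50 µM final concentration, stimulated with 6 nM IGF for 20 min at 37 °C, and lysed. Phospho-Akt Ser473 was read by HTRF as 665/615 ratio ×10^4.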
# GLP-1R inv ag – qHTS of GLP-1 Receptor Inverse Agonists (Inhibition Mode); Glucagon-like peptide 1 receptor (Homo sapiens), P43220; hit rate 1.6% among 410,000; Potency, µM (highest dose often 38.3 µM), inactives show top-dose activity change, negative = inhibition, usual class: inhibitors; HEK293 GLP-1R CRE-luciferase, luminescence, 24 h; GLP-1R form is constitutively active; note: potency is the fitted concentration of half-maximal effect; % is set by controls: 0 for no effect and ±100 for the full control effect; nearly all actives have a fitted effect of over 55% in size
# Target sequence (P43220 whole entry, looked up): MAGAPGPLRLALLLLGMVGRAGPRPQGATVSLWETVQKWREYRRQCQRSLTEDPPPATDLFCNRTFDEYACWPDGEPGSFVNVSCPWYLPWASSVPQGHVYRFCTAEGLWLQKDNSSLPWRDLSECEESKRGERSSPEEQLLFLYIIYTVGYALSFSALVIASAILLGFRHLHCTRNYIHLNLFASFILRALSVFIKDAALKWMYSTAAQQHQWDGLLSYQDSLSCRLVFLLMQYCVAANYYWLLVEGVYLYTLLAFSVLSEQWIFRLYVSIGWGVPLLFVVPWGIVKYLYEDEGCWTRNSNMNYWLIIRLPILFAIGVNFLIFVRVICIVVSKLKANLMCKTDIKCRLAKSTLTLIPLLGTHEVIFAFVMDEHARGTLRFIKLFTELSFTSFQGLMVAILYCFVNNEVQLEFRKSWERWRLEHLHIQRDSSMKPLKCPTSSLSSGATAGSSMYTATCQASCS
#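 Assay principle: reduced luminescence from a cAMP-responsive reporter in HEK293 cells co-expressing a constitutively active GLP-1R. Conditions: 24 hr compound incubation, 37 deg C, 5% CO2.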
# Mm-Cpn inhibitor – Inhibitors of TCP-1 ring complex (TRiC) of Methanococcus maripaludis (MmCpn): qHTS | purified Mm-Cpn ATPase, ADP Transcreener TR-FRET | Chaperonin Mm-Cpn (Methanococcus maripaludis) | hit rate 0.031% among 330,000 | Potency, µM (highest dose often 76.9 µM), without a hit: at the top dose activity, negative = inhibition, most hits filed as inhibitors; note: potency is the fitted concentration of half-maximal effect; % is set by controls: 0 for no effect and ±100 for the full control effect; nearly all actives have a fitted effect of over 80% in size
#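 Eu-cryptate anti-ADP/ADP-d2 competition gives a ratio inversely related to ADP. Enzyme at 25 nM was pre-exposed to compound for 10 min, then given 10 uM ATP for 30 min, 37°C throughout.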
# TDP43 rescue – qHTS of TDP-43 Inhibitors; TDP-43 expressing yeast growth rescue, BacTiter-Glo, 24 h; Potency, µM (series often up to 46.1 µM), inactives show at the top dose growth rescue (activation), usual class: activators; hit rate 1.8% among 410,000; AID 652104, 2013; note: potency is the fitted concentration of half-maximal effect; % of control where 0% means no effect; nearly all actives have a fitted effect of over 50% in size
#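 Yeast expressing TDP-43 (pregrown in raffinose, seeded at OD600=0.02 in galactose medium) exposed to compounds 24 hr at 30 deg C. Growth read by BacTiter-Glo luminescence; rescue of toxicity appears as increased signal.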
# Abeta yeast res – qHTS for compounds that reverse cellular toxicity of Amyloid beta (A-beta) peptide in yeast: Primary Screen; yeast expressing A-beta42, growth rescue, OD600, 48 h; response scale: 0% DMSO, 100% iron-clioquinol control; Potency, µM (titrated, usually from 46.1 µM), without a hit: at the top dose growth rescue, most hits filed as activators; hit rate 0.063% among 410,000; AID 1347071, 2019; note: potency is the fitted concentration of half-maximal effect; nearly all actives have a fitted effect of over 55% in size
#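 Yeast growth medium received pinned compounds, then yeast cells expressing toxic A-beta were added; plates incubated at 30 C for 48 hr. Growth read as absorbance at 600 nm, normalized to DMSO and equimolar FeCl3 plus clioquinol controls.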
# PTHR1 ag – qHTS for PTHR1 Agonists: Primary Screen | Parathyroid hormone/parathyroid hormone-related peptide receptor (Homo sapiens), Q03431 | HEK293 GP2 PTHR1 cells, GloSensor cAMP luminescence, 1 h | Potency, µM (top dose mostly 115 µM), for the others: top-dose activation, actives largely listed as activators | hit rate 0.075% among 410,000; note: potency is the fitted concentration of half-maximal effect; nearly all actives have a fitted effect of over 55% in size; some results filed as inactive show a strong effect at the top dose; inactives centre near -15; many of its hits are not listed in these tables
# Target sequence (Q03431 whole entry, looked up): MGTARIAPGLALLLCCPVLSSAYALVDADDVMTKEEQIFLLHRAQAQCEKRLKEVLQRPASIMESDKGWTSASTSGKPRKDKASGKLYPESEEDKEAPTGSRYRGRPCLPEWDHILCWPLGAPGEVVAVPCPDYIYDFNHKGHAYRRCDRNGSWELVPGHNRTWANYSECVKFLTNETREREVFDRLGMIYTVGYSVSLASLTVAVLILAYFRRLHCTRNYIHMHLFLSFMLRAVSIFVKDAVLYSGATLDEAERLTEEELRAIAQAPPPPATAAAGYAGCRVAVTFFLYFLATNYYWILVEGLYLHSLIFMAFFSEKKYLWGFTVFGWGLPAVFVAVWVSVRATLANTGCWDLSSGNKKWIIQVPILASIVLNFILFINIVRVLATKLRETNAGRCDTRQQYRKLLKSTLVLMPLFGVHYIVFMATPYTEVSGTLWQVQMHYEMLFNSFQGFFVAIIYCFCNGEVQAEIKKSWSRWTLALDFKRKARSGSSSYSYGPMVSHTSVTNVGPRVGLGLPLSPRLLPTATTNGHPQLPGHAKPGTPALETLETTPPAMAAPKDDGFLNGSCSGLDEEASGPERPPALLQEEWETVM
#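 HEK-293-derived GP2 cells expressing PTHR1 and a GloSensor cAMP reporter, 3,000/well, plated overnight, given luciferin plus IBMX (each 0.5 mM as added) for 1 h at 37 °C, then compound for 1 h at 37 °C. Luminescence was read after 15 min at room temperature.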
# aSyn yeast inh – qHTS of alpha-syn Inhibitors; hit rate 0.14% among 370,000; Yeast expressing alpha-synuclein, growth rescue, BacTiter-Glo, 24 h; AID 652106, 2013; Potency, µM (highest dose often 46.1 µM), for the others: at the highest dose growth rescue (activation), most hits filed as activators; note: potency is the fitted concentration of half-maximal effect; % of control where 0% means no effect; nearly all actives have a fitted effect of over 65% in size
#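 Screening used galactose-induced yeast with toxic alpha-synuclein levels, exposed to compound for 24 hr at 30 deg C. Cell growth, read with BacTiter-Glo luminescence, gave the measured signal.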
# GLP1R cytotox – qHTS of GLP-1 Receptor Inverse Agonists: Cytotox Screen | hit rate 0.13% among 410,000 | AID 624418, 2012 | Potency, µM (doses to about 38.3 µM), for inactives: at the top dose activity change, negative = inhibition, hits mostly inhibitors | HEK293 cAMP-luciferase reporter cells, luminescence, 24 h;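 note: loss of luciferase light is scored as toxicity; potency is the fitted concentration of half-maximal effect; % is set by controls: 0 for no effect and ±100 for the full control effect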
#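 Compound-treated cells are incubated 24 hr at 37 deg C under 5% CO2 after a 12 hour attachment period, then luciferase detection reagent is added and luminescence is measured following 12 min at room temperature; lowered signal indicates toxicity.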
# FUS yeast rescue – qHTS for Suppressors of FUS Proteinopathy: Primary screen using FUS-linked yeast assay | S. cerevisiae FUS-expressing, growth rescue, OD600, 24 h | Potency, µM (series often up to 76.6 µM), for inactives: at the top dose growth rescue (activation), usual class: activators | hit rate 0.24% among 390,000;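 note: potency is the fitted concentration of half-maximal effect; plate controls were DMSO vehicle for no effect and reference control for full effect; nearly all actives have a fitted effect of over 55% in size; some results filed as inactive show a strong effect at the top dose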
#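 Steps: raffinose overnight preculture; dilution to OD 0.005 in 2% galactose minimal medium; compound addition (concentration series); 24hr at 30C, 99% humidity; absorbance read at 600 nm.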
# An asterisk follows results filed as active; i = inactive; ? = inconclusive; . = not tested or not shown; [ ] = another dose, or the depositor's remark. Unless noted, calls come from the whole dose curve; as a rule, active = well fitted curve in the direction sought with a large enough effect; inconclusive = small, poorly fitted or top-dose-only effect, or another doubt; inactive = no such curve, though single readings can be large; an effect the other way counts as inactive or inconclusive. Some of the compounds tested; count on the stated rates, not on these rows.
nr	SMILES	Akt phos inh	GLP-1R inv ag	Mm-Cpn inhibitor	TDP43 rescue	Abeta yeast res
1	Cc1ccc(CNC(=O)c2cc3cc(Br)ccc3oc2=N)cc1	i	2%	2%	14%	-13%
2	CC1CCCN(CCCNC(=O)c2nn(C)c3c2CS(=O)(=O)c2ccccc2-3)C1 (stereo unspecified)	.	19%	-2%	1%	-4%
3	CN1CCN(/N=C/c2cccc(Cl)c2Cl)CC1	i	?	0%	5%	9%
4	CC(C)CSc1n[nH]c(=S)s1	i	2%	0%	-56%[inhibitor]	-63%[inhibitor]
5	COc1ccccc1/C=N/OCc1ccc(C#N)cc1	i	?	0%	-7%	-14%
6	Cc1ccccc1CSc1cn(CC(=O)N2CCCCCC2)c2ccccc12	.	?	.	25%	13%
7	COc1ccc(CNC(=O)C2CC(c3ccccc3C(F)(F)F)=NO2)cc1 (stereo unspecified)	i	7%	2%	?	1%
8	CC(C)n1c2ccccc2c2nnc(SCC(=O)OCN3C(=O)c4ccccc4C3=O)nc21	.	6%	0%	-10%	1%
9	CCOc1ccc(-c2nnc(NC(=O)Cc3ccc(OC)cc3)o2)cc1	i	10%	1%	28%	-14%
10	O=C(Cn1ncc2c(=O)oc3ccccc3c21)NCC1COc2ccccc2O1 (stereo unspecified)	i	6%	1%	-1%	9%
11	O=C(c1ccc2c3c(cccc13)CC2)C1CCCN(Cc2ccc(OCCO)cc2)C1 (stereo unspecified)	i	?	-3%	6%	4%
12	CC1Cc2cc(-c3csc(NC(=O)Cc4cccs4)n3)ccc2N1S(C)(=O)=O (stereo unspecified)	i	?	-10%	-3%	?

nr	PTHR1 ag	aSyn yeast inh	GLP1R cytotox	FUS yeast rescue
1	i	7%	-5%	-26%
2	0%	0%	-13%	-17%
3	-20%	-2%	-24%	-14%
4	-10%	-15%	26%	2%
5	-27%	4%	9%	-16%
6	-45%[inhibitor]	.	-4%	2%
7	-59%[inhibitor]	2%	4%	2%
8	i	.	6%	?
9	-3%	-1%	-3%	1%
10	7%	15%	10%	5%
11	i	8%	-23%	7%
12	-43%[inhibitor]	-9%	-26%	.

# Carrying on.
nr	SMILES	Akt phos inh	GLP-1R inv ag	Mm-Cpn inhibitor	TDP43 rescue	Abeta yeast res
13	Cc1ccc(CNC(=O)C(=O)NCC(c2cccs2)S(=O)(=O)c2ccc(C)cc2)cc1 (stereo unspecified)	.	-11%	.	3%	-11%
14	CCN(CC)S(=O)(=O)c1cccc(NC(=O)c2ccc(Br)cc2)c1	i	?	-1%	8%	-7%
15	O=C(NCC1CCCO1)c1cccc(S(=O)(=O)N2CCCCC2)c1 (stereo unspecified)	i	14%	0%	0%	8%
16	O=C(c1cccs1)N(Cc1cccnc1)c1nc2c(Cl)cccc2s1	.	-23%	.	?	-44%[inhibitor]
17	O=C(OCC(=O)N1CCOCC1)c1ccccc1O	i	3%	-1%	-3%	7%
18	Cc1ccc(S(=O)(=O)N2CCOCC2)cc1C(=O)Nc1nc(-c2cccnc2)cs1	i	0%	0%	-6%	11%
19	Cc1ccc(N(Cc2ccccc2)C(=O)c2cccc(S(=O)(=O)N3CCN(C)CC3)c2)cc1	i	?	0%	18%	4%
20	O=C(NCc1ccc2c(c1)CCN2C(=O)c1ccc(F)cc1)c1ccco1	.	-10%	.	14%	-13%
21	Cc1nc(Nc2ccc3c(c2)OCCO3)c2nnn(Cc3ccccc3Cl)c2n1	i	3.5µM*	?	-6%	10%
22	Cc1[nH]c(C)c(S(=O)(=O)N2CCCCC2C)c1C(=O)N1CCCC1 (stereo unspecified)	i	-1%	-7%	14%	-8%
23	CC1(C(=O)Nc2cccc(C(F)(F)F)c2)Cc2c(-c3cccc(C(F)(F)F)c3)ccnc2O1 (stereo unspecified)	i	?	.	9%	-10%
24	O=C(CCNC(=O)c1ccccc1)NNC(=O)c1ccccc1Br	i	7%	-2%	0%	-6%

nr	PTHR1 ag	aSyn yeast inh	GLP1R cytotox	FUS yeast rescue
13	?	.	1%	12%
14	-36%[inhibitor]	10%	-4%	-9%
15	-23%	1%	-1%	-25%
16	-76%[inhibitor]	.	-18%	16%
17	i	-2%	2%	-9%
18	i	-1%	-17%	-26%
19	-20%	2%	8%	20%
20	i	.	2%	23%
21	-41%[inhibitor]	9%	-14%	21%
22	-1%	-4%	-18%	8%
23	1%	6%	-17%	12%
24	i	-2%	-7%	.

# (list continues)
nr	SMILES	Akt phos inh	GLP-1R inv ag	Mm-Cpn inhibitor	TDP43 rescue	Abeta yeast res
25	COc1ccc(CNC(=O)CSCc2nc(-c3ccccc3C)oc2C)cc1	.	-27%	.	13%	-6%
26	O=C(CCOc1ccccc1)Nc1ccc(Cl)c(S(=O)(=O)N2CCOCC2)c1	i	-9%	1%	6%	3%
27	O=C(CNCC1CCCO1)NCc1ccco1 (stereo unspecified)	i	10%	3%	-12%	-8%
28	COc1ccc2c(c1)c(N1CCCC1=O)c(C(=O)Nc1ccc(Cl)cc1C)n2C	.	?	.	1%	-37%
29	Cc1cccc(C(=O)N2CCCC(Nc3ccc(C(C)C)cc3)C2)n1 (stereo unspecified)	i	-28%	-2%	11%	-5%
30	COc1ccccc1N(CC(=O)NCCSCc1ccco1)S(=O)(=O)c1ccccc1	i	?	1%	1%	8%
31	Cn1ccnc1C(=O)C1CCCN(Cc2cn[nH]c2-c2ccc(-c3ccccc3)cc2)C1 (stereo unspecified)	i	28%[7.66 µM]	-1%	-7%	5%
32	Cc1cccc(C(=O)Nc2cc(-c3nc4cccnc4s3)ccc2C)c1	.	10%	.	-7%	2%
33	CCN1C[C@@H]2[C@@H]3C(=O)N(C)C(=O)[C@@H]3[C@](Cc3ccccc3)(C1=O)N2C(=O)c1ccc(Cl)cc1	i	-10%	.	4%	0%
34	O=C(C1CCC(=O)N(C2CC2)C1)N(CCO)Cc1ccccc1 (stereo unspecified)	i	9%	0%	5%	-2%
35	Cc1nncn1-c1ccc(C(=O)Nc2cc(F)ccc2F)cc1	.	7%	.	10%	-3%
36	O=C1N(Cc2cccnc2)C[C@@H]2C[C@@H](c3cccc(OC4CCCC4)c3)N3CCC[C@@]123	i	3%	0%	1%	1%

nr	PTHR1 ag	aSyn yeast inh	GLP1R cytotox	FUS yeast rescue
25	i	.	0%	20%
26	-21%	4%	12%	22%
27	i	0%	9%	-34%
28	-37%[inhibitor]	-11%	-17%	-10%
29	-1%	-3%	-9%	12%
30	-6%	6%	-8%	18%
31	i	1%	5%[7.66 µM]	26%
32	i	.	-6%	-22%
33	-28%	6%	-2%	?
34	i	1%	-3%	-5%
35	i	.	2%	12%
36	i	3%	-4%	11%

# Four entries out of the list, ordered by molecular weight, highest first:
nr	SMILES	Akt phos inh	GLP-1R inv ag	Mm-Cpn inhibitor	TDP43 rescue	Abeta yeast res
30	COc1ccccc1N(CC(=O)NCCSCc1ccco1)S(=O)(=O)c1ccccc1	i	?	1%	1%	8%
28	COc1ccc2c(c1)c(N1CCCC1=O)c(C(=O)Nc1ccc(Cl)cc1C)n2C	.	?	.	1%	-37%
32	Cc1cccc(C(=O)Nc2cc(-c3nc4cccnc4s3)ccc2C)c1	.	10%	.	-7%	2%
34	O=C(C1CCC(=O)N(C2CC2)C1)N(CCO)Cc1ccccc1 (stereo unspecified)	i	9%	0%	5%	-2%

nr	PTHR1 ag	aSyn yeast inh	GLP1R cytotox	FUS yeast rescue
30	-6%	6%	-8%	18%
28	-37%[inhibitor]	-11%	-17%	-10%
32	i	.	-6%	-22%
34	i	1%	-3%	-5%

# New compounds follow:
nr	SMILES	Akt phos inh	GLP-1R inv ag	Mm-Cpn inhibitor	TDP43 rescue	Abeta yeast res
37	CC(=O)c1ccc(OCC(=O)NC2CCS(=O)(=O)C2)cc1 (stereo unspecified)	i	-3%	-16%	6%	16%
38	CC(C)c1ccc(/C=N/NC(=O)c2nnn(-c3nonc3N)c2CN2CCOCC2)cc1	i	?	1%	12%	.
39	O=C(NCCCN1CCOCC1)C(C(=O)NCCCN1CCOCC1)c1ncc(C(F)(F)F)cc1Cl	i	20%	0%	-4%	4%
40	Cc1cccc(N2CCN(CC(=O)Nc3ccc(-n4cnnn4)cc3)CC2)c1C	i	-8%	1%	-15%	3%
41	Cc1sc2ncnc(SCC(=O)NC(C)(C)C)c2c1C	i	-24%	1%	-7%	-11%
42	Cc1cc(NC(=O)CSc2nnc(C)n2C)no1	i	-11%	1%	-11%	0%
43	O=C(c1ccc(Cn2cc(Cl)cn2)o1)N1CCN(Cc2ccc3c(c2)OCO3)CC1	-111%*	?	1%	-19%	5%
44	CC1CCCCN1c1nnc(NC(=O)Cn2c(=O)oc3ccccc32)s1 (stereo unspecified)	i	-13%	?	3%	1%

nr	PTHR1 ag	aSyn yeast inh	GLP1R cytotox	FUS yeast rescue
37	i	0%	0%	-16%
38	-9%	2%	-34%	?
39	-20%	-1%	-4%	-40%
40	-1%[57.5 µM]	-4%	2%	7%
41	i	2%	2%	11%
42	i	3%	-3%	0%
43	i	-4%	5%	0%
44	i	-2%	0%	-17%

# High-throughput results (PubChem BioAssay)
